# High-throughput results: PubChem, several laboratories
# PMI inhibitors: inhibitors of human PMI, primary screen, biochemical, fluorescence intensity, coupled assay (AID 1209) | purified PMI enzyme, coupled fluorescence intensity; higher % means a stronger effect | one-dose inhibition, % at 20 µM; IC50 in µM for titrated hits | hit rate 0.42% among 190,000;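 further: plate controls were DMSO vehicle for no effect and wells lacking substrate for full effect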
# M1AAP inhibition: P. falciparum M1AAP inhibitors, biochemical, fluorogenic H-Leu-NHMec substrate, 1536-well (AID 1445); recombinant M1AAP, H-Leu-NHMec fluorogenic kinetic assay; higher % means a stronger effect; inhibition, % at 30 µM; hits with a dose series show IC50 in µM; Aminopeptidase N (Plasmodium falciparum (isolate 3D7)); hit rate 0.42% among 220,000;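 active means primary inhibition above the hit cutoff, then over 50% inhibition at one or more dose response concentrations, cut at about 23% in these data, passing the limit was not always enough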;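 further: plate controls were DMSO full reaction for no effect and no enzyme background for full effect; strong numbers were not always called active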
# Myeloid diff 2: induction of myeloid progenitor differentiation, primary screen, cell-based, flow cytometry, MLPCN library. ER-HoxA9 myeloid progenitors, lysozyme-GFP differentiation. calls only at 10 µM. hit rate 1% among 360,000. AID 624256, 2012;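 active means normalized GFP-positive differentiation at or above the plate's own cutoff, the solvent-only control mean plus 3 SD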;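 further: cells exposed to compound for four days before flow analysis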
# human PMI inhibitors: human PMI inhibitors, high substrate, primary screen, biochemical, fluorescence intensity, high mannose 6-phosphate (AID 1220). inhibition, % at 20 µM; hits with a dose series show IC50 in µM. Mannose-6-phosphate isomerase (Homo sapiens). hit rate 0.66% among 190,000. recombinant PMI enzyme, coupled fluorescence intensity; higher % means a stronger effect
# M17LAP inhibition: P. falciparum M17LAP inhibitors, primary screen, biochemical, fluorogenic H-Leu-NHMec substrate, 1536-well (AID 1619). inhibition, % at 30 µM, or IC50 in µM where a hit was titrated. hit rate 0.38% among 220,000. recombinant M17LAP, H-Leu-NHMec fluorogenic kinetic assay; higher % means a stronger effect;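 active means compound inhibiting the enzyme by more than half at any dose during confirmatory dose-response retesting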;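 further: plate controls were full reaction with DMSO carrier for no effect and no enzyme background for full effect; strong numbers were not always called active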
# TNAP activation fold: human TNAP enzyme activators, primary screen, biochemical, luminescent, no phosphate acceptor, uHTS (AID 1001); purified TNAP, luminescent activation assay, no phosphate acceptor; higher activation fold means a stronger effect; hit rate 0.03% among 200,000; activation fold at 20 µM, or EC50 in µM where a hit was titrated; in the data active means activation fold from about 3, or a potency from the dose series; inactive means the rest, 99 in 100 with activation fold below about 1.6; further: many of its hits are not listed in these tables
# XIAP antagonists: XIAP antagonists, biochemical, IAP family, fluorescence polarization (AID 1018); E3 ubiquitin-protein ligase XIAP (Homo sapiens); hit rate 0.007% among 200,000; XIAP BIR domain, fluorescence polarization peptide displacement; higher % means a stronger effect; displacement, % at 20 µM, or IC50 in µM where a hit was titrated; in the data active means displacement above about 50%; further: a part of the inactive calls stands beside numbers as strong as those of hits
# CSM14.1 death rescue: rescue of cells from ER stress-induced death, primary screen, 384-well, CSM14.1, thapsigargin, ATP luminescence (AID 1222) | CSM14.1 thapsigargin-induced death rescue, ATP luminescence; higher % means a stronger effect | cellular ATP content (survival), % at 20 µM; hits with a dose series show EC50 in µM | 190,000 tested, under 10 active;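 active means EC50 below 50 µM in the dose-response confirmation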;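 further: death triggered by thapsigargin at about 15 µM added after 2 h compound pretreatment; cell ATP read after overnight thapsigargin exposure of roughly 18 to 22 hours; normalized against plate controls of thapsigargin alone and 5% DMSO vehicle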
# LYP phosphatase: inhibitors of LYP phosphatase, biochemical, fluorescence intensity, uHTS (AID 1779); recombinant LYP phosphatase, fluorescence intensity; higher % means a stronger effect; hit rate 0.054% among 290,000; Tyrosine-protein phosphatase non-receptor type 22 (Homo sapiens); inhibition, % at 11.5 µM; hits with a dose series show IC50 in µM;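 further: plate controls were vehicle with enzyme for no effect and no enzyme for full effect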
# Myeloid diff 2 GFP+ MAC1+ %: also measured in Myeloid diff 2; calls as there; GFP+ MAC1+ double positive, %; measured here: differentiation confirmed by MAC1 staining
# * hit, by the source's call; i = inactive; . = not tested or not shown. Unless noted, no stated cut-off is given here; in the data, active means inhibition above about 50%; inactive means the rest.
SMILES,PMI inhibitors,M1AAP inhibition,Myeloid diff 2,Myeloid diff 2 GFP+ MAC1+ %,human PMI inhibitors,M17LAP inhibition,TNAP activation fold,XIAP antagonists,CSM14.1 death rescue,LYP phosphatase
Cc1cc2nc3c(nc2cc1C)C1(C(=O)O)CCC3(C)C1(C)C (stereo not drawn),12%,9%,i,1.0,8%,26%,1.1,-3.0%,.,10%
O=C(CSc1nc2ccccc2s1)Nc1ccc(N2CCOCC2)c(Cl)c1,14%,1%,i,0.4,0%,-2%,1.2,-0.9%,5.1%,-1%
CC(C)(C)NC(=O)CSc1nc2ccc(NC(=O)CSc3nnc(N)s3)cc2s1,8%,19%,i,0.6,14%,-5%,1,-1.9%,9.7%,-5%
N#Cc1nc(COc2ccccc2)oc1N1CCN(Cc2ccccc2)CC1,20%,-8%,i,0.2,20%,10%,1.1,0.7%,.,2%
Cc1ccc(C)c(NC(=O)CSc2ncnc3nc[nH]c23)c1,-7%,8%,i,6.2,-14%,51µM*,1,-3.2%,-2.0%,-4%
Clc1ccc2[nH]c3c(N4CCC5(CC4)OCCO5)ncnc3c2c1,13%,4%,.,.,10%,-13%,1.1,-6.9%,0.2%,-2%
CCOc1ccc(C(c2c(O)nc(SC)n(C)c2=O)c2c(O)nc(SC)n(C)c2=O)cc1,-4%,6%,i,2.3,-8%,9%,1.1,-2.5%,-1.6%,0%
CCS(=O)(=O)c1ccc2oc(SCC(=O)Nc3ccc(OC)c(OC)c3)nc2c1,4%,1%,i,0.7,5%,-4%,1.1,-7.8%,-0.5%,-1%
Cc1cccc(N2CCN(C(=O)c3ccc(NS(=O)(=O)c4c(C)noc4C)cc3)CC2)c1C,20%,1%,i,0.0,8%,7%,1,-11%,-2.7%,6%
CN(C)c1ccc(-c2noc(-c3ccccc3O)n2)cc1,9%,4%,i,0.3,10%,4%,1.1,-5.5%,-2.7%,-5%
Cc1ccc(NC(=O)CSc2nnc([C@@H]3CCCN3C(=O)OC(C)(C)C)o2)c(C)c1,-15%,-3%,i,0.7,-9%,-3%,1.3,-0.5%,-0.8%,0%
O=C1NC2(CCCCC2)C(=O)N1Cc1cc(=O)n2ccsc2n1,-10%,7%,i,0.1,-5%,-2%,1,-5.7%,0.0%,-2%
NC(=O)C(c1cccc(Cl)c1)c1ncc(C(F)(F)F)cc1Cl (stereo not drawn),-3%,-1%,i,1.3,-8%,4%,1.1,-4.6%,-2.4%,-10%
Cc1ccc(CN2CCN(Cc3nc4ccccc4nc3C)CC2CCO)cc1 (stereo not drawn),.,2%,i,0.6,.,-10%,.,.,.,-2%
CCCc1[nH]nc2c1C(c1ccc(O)cc1OCC)C(C#N)=C(N)O2 (stereo not drawn),6%,11%,i,2.5,10%,19%,0.6,-5.3%,0.0%,-9%
O=c1c(-c2ccccc2)coc2cc(O)ccc12,-7%,-5%,i,1.0,-4%,-76%,1.2,-6.6%,-1.9%,-5%
Cc1cc(CC(C)C)n(-c2nc3ccccc3c(=O)n2OCc2ccccc2)n1,0%,7%,i,3.0,10%,-10%,0.9,0.7%,1.5%,-2%
O=c1cc(N2CCCCC2)c(-c2ccccc2)nn1Cc1cccc(Cl)c1,17%,4%,i,2.1,11%,-15%,1.1,-3.1%,-0.5%,0%
CN(C(=O)COC(=O)c1ccc2[nH]c3c(c2c1)CCCC3)C1CCS(=O)(=O)C1 (stereo not drawn),13%,1%,i,0.2,12%,9%,1,-5.7%,-1.0%,-6%
Cc1n[nH]c(C)c1S(=O)(=O)Nc1ccc2c(c1)OCCO2,-18%,8%,i,1.2,-9%,8%,0.9,-4.0%,0.3%,-6%
CCOC(=O)c1sc(NC(=O)CCCCCN2C(=O)c3cccc4cccc(c34)C2=O)nc1C,-6%,0%,i,0.8,-6%,9%,1,-3.0%,1.6%,2%
O=C(CNc1ccccc1)N/N=C/c1ccc([N+](=O)[O-])cc1,6%,0%,i,0.3,-4%,-1%,1,-5.2%,-2.6%,-3%
COc1cccc2c(=O)n(CC(=O)Nc3ccc(F)cc3F)ccc12,4%,0%,i,1.4,1%,10%,0.9,-12%,-0.8%,-4%
COc1ccc(S(=O)(=O)N2CCN(C(=O)c3ccco3)CC2)cc1OC,-2%,-3%,i,7.4,-6%,4%,1.1,-5.5%,0.2%,-9%
CC(Nc1ccc(Br)cn1)c1cc(Cl)ccc1O (stereo not drawn),25%,-1%,i,0.1,21%,-1%,1,-2.5%,-1.0%,0%
CN(Cc1ccccc1)S(=O)(=O)c1ccc(N2CCOCC2)nc1,.,-2%,i,1.0,.,-3%,.,.,.,-8%
CC(NC(=O)Cc1ccccc1)c1ccc(F)cc1 (stereo not drawn),17%,5%,i,0.8,10%,-3%,0.9,-22%,0.1%,-10%
CCc1nnc(NC(=O)C2(C)COC(c3ccc(OC)cc3)OC2)s1 (stereo not drawn),-4%,8%,i,1.1,-5%,23%,1.1,3.6%,-0.9%,-9%
Cc1ccc(N2C(=O)CC(Cc3cc(C)cc(C)c3)C2=O)cc1 (stereo not drawn),0%,9%,i,0.7,-2%,16%,1.1,-1.9%,-0.6%,-2%
O=C1CCC(=O)N1CC(=O)N1c2ccccc2Sc2ccccc21,2%,3%,i,4.3,0%,-6%,1.1,-7.0%,1.4%,-5%
CC(C)c1c(O)nc(SCC(=O)N2CCOCC2)[nH]c1=O,-2%,2%,i,1.4,-1%,7%,1.2,-2.0%,-1.4%,-10%
c1ccc(-c2cn3nc(-c4ccccc4)cnc3n2)cc1,-78%,8%,i,0.6,-155%,4%,0.9,-4.2%,-3.4%,-1%
O=C(COC(=O)c1ccccc1N1C(=O)C2C3CCC(C3)C2C1=O)c1ccccc1 (stereo not drawn),11%,2%,i,0.4,-2%,-23%,1.3,0.4%,-1.9%,-2%
Cc1cc(C(F)(F)F)nc(-n2cc(-c3cccc(N)c3)nn2)n1,5%,4%,i,0.3,25%,3%,1,-9.1%,1.3%,-4%
CCCCCC(=O)Nc1sc(C)c(C)c1C#N,16%,2%,i,1.6,4%,1%,1.2,-8.9%,-4.5%,-13%
Cc1cccc(N2CCN(C(=O)CN3C(=O)C4CC=CCC4C3=O)CC2)c1C (stereo not drawn),-10%,6%,i,0.1,-2%,-11%,1.1,-4.3%,0.3%,-4%
CC1Cc2ccccc2N1C(=O)CSc1nnc(-c2ccc(S(=O)(=O)N3CCCC3)cc2)n1C (stereo not drawn),61%*,2%,i,0.3,.,8%,1.1,14%,4.5%,3%
COc1ccc(C)cc1NC(=O)c1ccc2c(SCC(=O)O)c3c(nc2c1)CCCC3,.,-8%,i,0.4,.,-4%,.,.,.,-2%
Cc1ccc(O)c(C2=NCCNC(C(F)(F)F)=C2)c1,-2%,0%,i,1.8,0%,3%,0.9,-4.0%,-1.2%,-3%
O=C(Nc1nn[nH]n1)c1cccc(Oc2ccccc2)c1,1%,8%,i,0.7,-5%,23%,1,-5.8%,-1.0%,-4%
COc1cc(C2C(C(C)=O)=C(O)C(=O)N2CCc2ccc(OC)c(OC)c2)ccc1O (stereo not drawn),-1%,6%,i,1.9,6%,18%,1.1,-2.4%,-0.6%,-2%
CC(C)n1c(=S)[nH]c2cc(C(F)(F)F)ccc21,.,0%,i,0.5,.,-3%,.,.,.,-10%
Cc1cc(F)ccc1NCC(=O)Nc1ccccc1Br,2%,8%,i,1.2,5%,-3%,1,1.8%,-1.5%,2%
CC(Oc1ccc(F)cc1)C(=O)Nc1sc2c(c1C(=O)NCc1cccnc1)CCCC2 (stereo not drawn),21%,4%,i,0.6,18%,2%,1.1,-4.3%,-0.3%,-8%
CCCCNC(=S)Nc1ccc(Cl)cc1,-9%,4%,i,0.1,-10%,4%,1,-3.4%,1.1%,-11%
O=C(O)c1ccc(-n2c(-c3ccc(Br)cc3)n[nH]c2=S)cc1,-1%,8%,i,1.0,-6%,3%,1.1,-3.9%,1.7%,-7%
NC(N)=Nc1nc(CSCC/C(N)=N/S(N)(=O)=O)cs1,0%,2%,i,2.0,-2%,2%,1,-7.2%,-1.2%,-2%
S=C1NCN(CCc2ccccc2)CN1Cc1ccccc1,.,-2%,i,0.2,.,-3%,.,.,.,2%
CCOc1ccc(C(=O)NC2CCN(C(=O)Nc3ccccc3OC)CC2)cc1,1%,-4%,i,2.3,7%,16%,1.1,-15%,-3.5%,-7%
O=C(NC(=S)NCCSc1ccccc1)c1cccnc1,14%,11%,i,0.4,12%,24%,0.9,-1.6%,-2.7%,-9%
N#CCOc1nc(N2CCCCC2)nc(N2CCCCC2)n1,2%,3%,i,0.9,-5%,8%,1.1,-3.5%,1.8%,1%
Cc1cc(C)n(C(=O)c2ccc(S(=O)(=O)NCC3CCCO3)cc2)n1 (stereo not drawn),-2%,6%,i,2.3,-10%,-7%,1.1,-5.5%,-0.8%,0%
Cc1cc(NC(=O)C(=O)NCCN2CCN(S(C)(=O)=O)CC2)ccc1Br,10%,17%,i,1.9,8%,22%,1,-10%,-0.4%,-11%
CCC(C(=O)O)N1C(=O)c2ccccc2C1=O (stereo not drawn),10%,7%,.,.,8%,1%,0.9,-4.7%,-1.5%,0%
CCOC(=O)c1c(/N=C/c2cc(C)ccc2O)sc2c1CCC2,17%,-3%,i,0.0,10%,-6%,1,-10%,-0.4%,2%
COC(=O)C(Cc1cnc(Cl)s1)(C(=O)OC)c1ccc([N+](=O)[O-])cc1,-3%,13%,i,0.5,-2%,-6%,1.1,-3.1%,-3.4%,-6%
Cc1ccc(/C=C2/SC(=S)N(c3ccc(S(=O)(=O)Nc4nccs4)cc3)C2=O)cc1,.,2%,i,0.9,.,0%,.,.,.,4%

# Compounds listed so far with a CF3 group:
SMILES,PMI inhibitors,M1AAP inhibition,Myeloid diff 2,Myeloid diff 2 GFP+ MAC1+ %,human PMI inhibitors,M17LAP inhibition,TNAP activation fold,XIAP antagonists,CSM14.1 death rescue,LYP phosphatase
NC(=O)C(c1cccc(Cl)c1)c1ncc(C(F)(F)F)cc1Cl (stereo not drawn),-3%,-1%,i,1.3,-8%,4%,1.1,-4.6%,-2.4%,-10%
Cc1cc(C(F)(F)F)nc(-n2cc(-c3cccc(N)c3)nn2)n1,5%,4%,i,0.3,25%,3%,1,-9.1%,1.3%,-4%
Cc1ccc(O)c(C2=NCCNC(C(F)(F)F)=C2)c1,-2%,0%,i,1.8,0%,3%,0.9,-4.0%,-1.2%,-3%
CC(C)n1c(=S)[nH]c2cc(C(F)(F)F)ccc21,.,0%,i,0.5,.,-3%,.,.,.,-10%
